BRCT PPI red: inhibitors of human BRCA1 BRCT-phosphoprotein interaction (red fluorophore); BRCT-phosphopeptide binding, red fluorescence polarization; 0.03% of 75,000 active; Potency, µM (top dose mostly 76.9 µM), without a hit: at the highest dose activity change, negative = inhibition, hits mostly inhibitors; AID 892; further: on the % scale 0 is the no-effect control and ±100 the full control effect
Target sequence (P38398 whole entry, looked up): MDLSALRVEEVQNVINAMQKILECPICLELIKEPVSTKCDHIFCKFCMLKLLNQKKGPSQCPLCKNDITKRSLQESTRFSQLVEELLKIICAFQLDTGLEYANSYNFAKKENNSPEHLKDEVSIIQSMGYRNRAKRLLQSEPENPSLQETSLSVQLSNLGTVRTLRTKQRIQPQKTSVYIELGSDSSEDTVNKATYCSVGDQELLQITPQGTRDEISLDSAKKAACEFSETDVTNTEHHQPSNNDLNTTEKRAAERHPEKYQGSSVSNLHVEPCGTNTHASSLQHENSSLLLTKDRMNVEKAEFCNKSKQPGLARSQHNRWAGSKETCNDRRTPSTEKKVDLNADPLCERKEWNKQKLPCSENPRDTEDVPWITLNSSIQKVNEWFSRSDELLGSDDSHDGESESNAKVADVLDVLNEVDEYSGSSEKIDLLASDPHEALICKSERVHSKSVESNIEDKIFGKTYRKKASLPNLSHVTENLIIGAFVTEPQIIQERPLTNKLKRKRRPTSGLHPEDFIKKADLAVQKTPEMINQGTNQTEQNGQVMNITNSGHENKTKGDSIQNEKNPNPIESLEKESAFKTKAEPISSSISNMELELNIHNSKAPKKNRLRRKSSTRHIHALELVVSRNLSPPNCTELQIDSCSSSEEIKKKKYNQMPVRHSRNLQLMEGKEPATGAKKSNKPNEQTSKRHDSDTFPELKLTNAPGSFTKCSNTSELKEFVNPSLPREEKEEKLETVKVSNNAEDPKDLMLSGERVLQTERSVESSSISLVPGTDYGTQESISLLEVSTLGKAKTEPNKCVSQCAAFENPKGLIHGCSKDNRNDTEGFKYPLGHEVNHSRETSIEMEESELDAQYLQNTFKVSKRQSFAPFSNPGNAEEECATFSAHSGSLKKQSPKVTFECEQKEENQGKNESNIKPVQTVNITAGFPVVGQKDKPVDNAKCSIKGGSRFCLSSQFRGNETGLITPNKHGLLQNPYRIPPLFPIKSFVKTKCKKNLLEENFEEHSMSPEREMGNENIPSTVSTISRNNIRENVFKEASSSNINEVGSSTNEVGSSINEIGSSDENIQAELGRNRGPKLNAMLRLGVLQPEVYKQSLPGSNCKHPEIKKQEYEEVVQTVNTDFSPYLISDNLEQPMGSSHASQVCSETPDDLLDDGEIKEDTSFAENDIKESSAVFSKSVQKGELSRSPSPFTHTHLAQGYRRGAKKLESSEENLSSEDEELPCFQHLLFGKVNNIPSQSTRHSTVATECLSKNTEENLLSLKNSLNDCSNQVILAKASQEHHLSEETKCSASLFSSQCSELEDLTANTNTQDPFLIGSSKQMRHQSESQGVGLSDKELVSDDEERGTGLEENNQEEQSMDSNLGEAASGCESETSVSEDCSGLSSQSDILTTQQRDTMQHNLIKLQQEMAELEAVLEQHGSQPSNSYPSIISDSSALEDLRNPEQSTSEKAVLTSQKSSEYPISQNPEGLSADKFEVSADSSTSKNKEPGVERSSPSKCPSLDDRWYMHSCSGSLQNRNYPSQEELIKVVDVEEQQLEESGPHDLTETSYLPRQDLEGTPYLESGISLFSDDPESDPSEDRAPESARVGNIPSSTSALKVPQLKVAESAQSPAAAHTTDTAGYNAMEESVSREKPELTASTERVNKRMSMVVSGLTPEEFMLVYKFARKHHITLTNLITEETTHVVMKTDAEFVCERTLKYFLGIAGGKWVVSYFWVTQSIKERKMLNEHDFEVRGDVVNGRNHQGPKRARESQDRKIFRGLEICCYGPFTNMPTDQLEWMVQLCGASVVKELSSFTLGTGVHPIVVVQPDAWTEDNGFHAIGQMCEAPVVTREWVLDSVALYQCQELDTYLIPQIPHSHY
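Rhodamine-labelled pBACH1 10-mer (100 nM) bound to BRCT domain (100 nM) at pH 7.3; compounds incubated 12 min room temperature, polarization read. Free peptide defines full inhibition; unlabelled decapeptide titrated as control.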
Hsp90 Hop PPI: changes Hsp90-Hop TPR2A binding signal, up or down. Potency, µM (highest dose often 57 µM), inactives show top-dose activity change, negative = inhibition. AlphaScreen TPR2A-His6 binding biotin-Hsp90 C-terminal peptide. 0.44% of 71,000 active. AID 595; active means well fitted curve in either direction with a large enough effect; inconclusive means small, poorly fitted or top-dose-only effect, or another doubt; further: potency means the concentration at half of the fitted maximal effect; on the % scale 0 is the no-effect control and ±100 the full control effect; many of its hits are not listed in these tables
UbGFP stabilizer: proteasome inhibitors stabilizing ubiquitin-GFP reporter; AID 526; Ubiquitin-GFP reporter cells, proteasome inhibition, GFP fluorescence; response scale: untreated = 0%, 10 µM MG-132 = 100%; Potency, µM (top dose mostly 45.9 µM), for the others: at the top dose activation (GFP accumulation), most hits filed as activators; 67,000 tested, under 10 active; active means well fitted activation curve with a large enough effect, not every such curve was filed as active; inconclusive means small, poorly fitted or top-dose-only effect, or another doubt; inactive means no such curve, though single readings can be large or run the other way; further: potency means the concentration at half of the fitted maximal effect
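U2OS cells stably expressing ubiquitin(G76V)-GFP, seeded overnight in 0.5% FBS medium, were exposed to compounds (qHTS, 46 uM to 2.9 nM) for 4 hr at 37 °C. GFP-positive cells were counted by laser cytometry (488 ex/515 em), normalized between basal and 10 uM MG-132.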
A350 autofl: compounds fluorescent in Alexa 350 spectral region. Compound autofluorescence, 340/450 nm, Alexa 350 dye-equivalents; active compounds read high. max dye-equivalent concentration, M. 11% of 59,000 active. AID 590; in the data active means max dye-equivalent concentration above about 10 nM; inconclusive means mostly about 1.1 nM to 9.6 nM
GFP derepression: epigenetic modulators derepressing GFP locus in mouse cells; mouse C127i GFP locus derepression, cytometry, 30 h; 0.09% of 68,000 active; AID 597; Potency, µM (titrated, usually from 46.1 µM), inactives show at the top dose GFP derepression (activation); further: % of control where 0% means no effect
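Murine C127i mammary cells carrying a silenced, stably integrated CMV-driven GFP reporter were treated with compound for 30 hours at 37 C. After PBS washes, GFP-positive cells were counted by laser-scanning microplate cytometry.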
ALOX15 inhib: inhibitors of human 15-lipoxygenase (ALOX15); P16050; purified 15hLO-1, xylenol orange hydroperoxide absorbance; Potency, µM (doses to about 57.1 µM), inactives show at the highest dose activity change, negative = inhibition, actives largely listed as inhibitors; 1.4% of 74,000 active; further: potency means the concentration at half of the fitted maximal effect; on the % scale 0 is the no-effect control and ±100 the full control effect; nearly all actives have a fitted effect of over 55% in size
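Compounds were preincubated 15 min at room temperature with 40 nM purified human enzyme (25 mM Hepes pH 7.5, 0.01% Triton X-100); 50 uM arachidonic acid reacted 6 min. Fe-xylenol orange detection, 30 min, absorbance ratio 573/405 nm.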
4-MU autofl: compounds fluorescent in 4-MU spectral region; max dye-equivalent concentration, M; 11% of 59,000 active; compound autofluorescence, 340/450 nm, 4-MU equivalents; active compounds read high; in the data active means max dye-equivalent concentration above about 10 nM; inconclusive means mostly about 1.1 nM to 9.6 nM
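Compounds in 100 mM Tris, pH 8.0, sat 15 min at room temperature before fluorescence was read at 340 nm excitation/450 nm emission; a per-plate six-point 4-MU standard curve converted signals to dye-equivalent concentration at each compound concentration.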
DNA Pol III inh: blocks replication by bacterial DNA polymerase III holoenzyme. reconstituted DNA polymerase III holoenzyme replication, biochemical. Potency, µM (series often up to 57.1 µM), inactives show top-dose activity change, negative = inhibition. 0.25% of 71,000 active; further: potency means the concentration at half of the fitted maximal effect; on the % scale 0 is the no-effect control and ±100 the full control effect
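Reconstituted *E. coli* holoenzyme (0.35 nM Pol III, 1 nM beta, 154 nM SSB, 2 nM primase) was preincubated with compound for 15 min at RT. Synthesis on 1.4 nM ssM13Gori ran 35 min, then was stopped with PicoGreen/EDTA and read as dsDNA fluorescence.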
BRCT PPI green: inhibitors of human BRCA1 BRCT-phosphoprotein interaction (green fluorophore); P38398; BRCA1 BRCT-phosphopeptide binding, green fluorescence polarization; Potency, µM (highest dose often 76.9 µM), for the others: top-dose activity change, negative = inhibition, hits mostly inhibitors; 0.05% of 75,000 active;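 further: potency means the concentration at half of the fitted maximal effect; plate controls were peptide without protein for full effect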
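Fluorescence polarization: His-tagged BRCT (~35 kDa BRCA1 C-terminus, 250 nM) bound to 100 nM fluorescein-labeled phosphorylated 10-aa BACH1 peptide, pH 7.3 phosphate buffer with DTT and Tween 20. Compounds incubated 12 min at room temperature; inhibition read as lowered polarization.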
HBB splice mod: hemoglobin beta splicing modulation; 0.06% of 65,000 active; Potency, µM (titrated, usually from 46.1 µM), for the others: at the top dose activation, most hits filed as activators; HBB splicing reporter cell assay, activation; EGFP reporter with mutant IVS2-654 intron; response scale: normalised to 500 nM splice-correcting PNA; further: potency means the concentration at half of the fitted maximal effect; 0% is about no effect
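Compounds were applied for 2 days to HeLa EGFP-654 cells, 500/well in Optimem with 2% FCS. The reporter's EGFP is disrupted by mis-splicing of beta-globin intron IVS2-654. Readout: summed well GFP fluorescence from 488 nm laser scanning; reference was 500 nM antisense […] 654 PNA.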
CRE-bla Fsk: CRE-bla signaling modulation under forskolin stimulation; CHO CRE-bla reporter (cAMP response element driving beta-lactamase), forskolin EC10, beta-lactamase ratio; Potency, µM (series often up to 38.2 µM), for the others: at the highest dose activity change, negative = inhibition, usual class: activators; 2.5% of 71,000 active; AID 662; active means well fitted activation curve with a large enough effect in the signal ratio, with a control signal flat, not every such curve was filed as active; inconclusive means small, poorly fitted or top-dose-only effect, or effect the other way, or a change in a side signal; the % refers to the signal ratio; further: potency means the concentration at half of the fitted maximal effect; % of control where 0% means no effect
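CRE-bla CHO cells stimulated with EC10 NKH 477 (water-soluble forskolin) and compound titrations, 3 h at 37C; beta-lactamase read with CCF4 after 2 h at room temperature. Activity from 460/530 nm emission ratio, AC50 values for positive or negative modulation.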
The depositor's hits bear a star; i = inactive; u = inconclusive; x = no result given; [ ] = another dose, or the depositor's remark. Unless noted, the call rests on the fitted dose curve; in most records, active means well fitted curve in the direction sought with a large enough effect; inconclusive means small, poorly fitted or top-dose-only effect, or another doubt; inactive means no such curve, though single readings can be large; an effect the other way counts as inactive or inconclusive.

1	Cc1cccc(OCC(O)CN2C(C)(C)CC(O)CC2(C)C)c1 (configuration not stated)
2	CCN(Cc1ccccc1)C(=O)Cn1cc2c(n1)CCCC2
3	Cc1cc(C)c2[nH]c(=O)c(=O)[nH]c2c1
4	COc1ccc(N2C(=O)C(Cl)=C(N3CCN(Cc4ccccc4)CC3)C2=O)cc1
5	CC(=O)c1cccc(N(CC(=O)N2CCOCC2)S(C)(=O)=O)c1
6	O=C(NCc1cccnc1)c1cc(-c2ccccc2)on1
7	O=C(NCCc1ccccc1)c1noc2c1CCc1ccccc1-2
8	CCN(CC)CCNC(=O)c1c(O)c2cccc3c2n(c1=O)CCC3
9	COc1ccc(-c2noc(COc3ccc4c(c3)OCO4)n2)cc1
10	Cc1cccc(CN(C)CCc2ccccn2)c1

assay / compound	1	2	3	4	5	6	7	8	9	10
BRCT PPI red	0.3%	-2.5%	1.1%	-0.8%	-0.7%	0.7%	-1.0%	0.2%	0.2%	-1.2%
Hsp90 Hop PPI	-0.8%	-7.6%	-1.8%	u	-0.9%	-3.0%	4.8%	-5.6%	1.3%	-5.1%[11 µM]
UbGFP stabilizer	3.4%	11.6%	-5.7%	1.4%	-0.8%	-1.0%	0.6%	6.0%	0.0%	6.2%[9.17 µM]
A350 autofl	i	x	2.03e-08M*	i	i	i	i	u	i	x
GFP derepression	9.7%	-3.4%	-2.3%	12.9%	0.0%	5.4%	4.9%	2.1%	2.6%	1.5%
ALOX15 inhib	3.1%	-12.8%	0.1%	-6.5%	10.4%	6.0%	0.1%	4.3%	-0.4%	-7.1%[11.4 µM]
4-MU autofl	i	x	1.66e-08M*	i	i	i	i	u	i	x
DNA Pol III inh	-6.6%	-4.4%	1.8%	3.9%	-5.6%	-8.5%	-2.3%	-15.5%	-1.6%	7.0%[11.4 µM]
BRCT PPI green	-1.0%	-1.4%	1.4%	0.6%	-1.7%	-0.3%	0.2%	1.4%	-1.4%	-4.1%
HBB splice mod	6.2%	1.2%	-1.8%	0.0%	-0.5%	-0.7%	0.4%	-2.3%[57.5 µM]	6.6%	-1.6%[0.0738 µM]
CRE-bla Fsk	0.5%	-5.1%	5.6%	-11.3%	-3.8%	2.9%	2.5%	12.5%	-0.1%	u

11	CCOc1ncccc1C(=O)OCC(=O)N1CCN(S(=O)(=O)c2ccccc2)CC1
12	Cc1c(-c2nn(C)c(=O)c3ccccc23)oc2ccc(F)cc2c1=O
13	COc1ccc(C2C(C(=O)c3sc(C)nc3C)=C(O)C(=O)N2CCN2CCOCC2)cc1 (configuration not stated)
14	O=C1C[C@H]2OCC=C3CN4CC[C@@]5(C(=O)O)[C@H](N1)[C@H]2[C@H]3C[C@H]45
15	CCN(CC)C(=O)CSc1nnc(-c2ccccc2)n1-c1ccccc1
16	CCOC(=O)c1[nH]c(C)c(C(=O)Nc2ccc3c(c2)OCCO3)c1C
17	CC(C)OC(=O)CSc1ncnc2c1cnn2-c1ccccc1
18	Cc1nc(S(=O)(=O)N(C)Cc2ccccc2)c(C#N)c(C)c1Cl
19	O=C(Cn1nc(C(F)(F)F)c2c1CCC2)NC1CCCCC1
20	CCCN1C(=O)C2C(C(=O)Nc3cccc(OC)c3)C3C=CC2(O3)C1C(=O)NC1CCCCC1 (configuration not stated)

assay / compound	11	12	13	14	15	16	17	18	19	20
BRCT PPI red	0.2%	0.6%	-1.1%	-0.3%[15.4 µM]	-1.4%	-0.9%	-0.8%	-1.9%	-1.6%	-0.2%
Hsp90 Hop PPI	0.1%	1.4%	-0.7%	6.1%[11 µM]	-0.3%	-5.6%	27.9%	-1.1%	4.4%	-3.9%
UbGFP stabilizer	0.0%	4.1%	0.0%	-4.6%[9.17 µM]	-4.9%	8.5%	0.0%	9.9%	-0.1%	3.2%
A350 autofl	i	i	u	i	4.99e-08M*	i	i	i	u	i
GFP derepression	-1.3%	-1.0%	2.2%	-1.2%[9.22 µM]	-2.0%	-4.2%	-1.3%	-2.3%	0.0%	-0.5%
ALOX15 inhib	2.9%	-6.1%	0.8%	9.9%[11.4 µM]	-6.4%	-3.8%	-1.3%	-3.2%	4.6%	9.3%
4-MU autofl	i	i	i	i	1.37e-07M*	i	i	i	u	i
DNA Pol III inh	6.8%	-0.7%	-4.0%	-4.7%[11.4 µM]	-1.5%	-7.9%	-4.2%	-5.3%	-0.1%	4.9%
BRCT PPI green	-1.6%	1.0%	-0.8%	-1.1%[15.4 µM]	1.4%	1.4%	-5.2%	-0.9%	-0.8%	-2.8%
HBB splice mod	-0.4%[57.5 µM]	-2.4%	4.2%[0.369 µM]	4.1%[9.22 µM]	2.6%[1.84 µM]	0.1%	0.0%[57.5 µM]	-0.5%	x	-0.5%
CRE-bla Fsk	1.6%	u	2.1%	1.0%[7.6 µM]	u	-8.0%	4.8%	-3.2%	0.5%	-8.0%

Only BRCT PPI red, ALOX15 inhib and DNA Pol III inh, for some of the entries so far:
| cpd | Structure | BRCT PPI red | ALOX15 inhib | DNA Pol III inh |
| --- | --- | --- | --- | --- |
| 13 | COc1ccc(C2C(C(=O)c3sc(C)nc3C)=C(O)C(=O)N2CCN2CCOCC2)cc1 (configuration not stated) | -1.1% | 0.8% | -4.0% |
| 16 | CCOC(=O)c1[nH]c(C)c(C(=O)Nc2ccc3c(c2)OCCO3)c1C | -0.9% | -3.8% | -7.9% |

The list continues.
21	COCCCn1c(SCC(=O)Nc2cccc(C(=O)OC)c2)nnc1-c1ccncc1
22	COc1ccccc1S(=O)(=O)Cc1ccc(C(=O)N2CCN(c3ccccc3)CC2)o1
23	Cc1nnc2sc(-c3ccc(NC(=O)c4ccc(-c5ccc(Cl)cc5Cl)o4)cc3)nn12
24	Cc1noc(C)c1C(=O)N1CCC2(CCN(C(=O)NC(C)C)CC2)CC1
25	COc1ccc(C2C(C(=O)c3sc(C)nc3C)=C(O)C(=O)N2CCCn2ccnc2)cc1 (configuration not stated)
26	CC(=O)N1CCC2(CCCN(Cc3ccc(C#N)cc3)C2)CC1
27	Cc1cccc(-c2nnc(SCc3nc4ccccc4[nH]3)n2Cc2ccco2)c1
28	Cc1ccc(Nc2nc(CSc3nnnn3-c3ccccc3)cc(=O)[nH]2)cc1
29	COc1cccc(NC(=O)c2ccccc2-c2nc(-c3cccc(C)c3)no2)c1
30	CCOC(=O)c1ccc(NC(=O)CSc2nnc(COc3ccccc3OC)n2CC)cc1
31	CC(C)C(=O)Nc1ccc(C(=O)N2CCN(C(=O)c3ccco3)CC2)cc1

assay / compound	21	22	23	24	25	26	27	28	29	30	31
BRCT PPI red	0.9%	-0.9%	6.2%	1.5%	-0.3%	-0.4%	-0.4%	0.8%	0.2%	0.9%	-3.6%
Hsp90 Hop PPI	4.8%	-4.3%	u	-3.3%	u	6.0%	-5.7%	-5.0%	5.8%	1.5%	0.2%
UbGFP stabilizer	2.2%	10.1%	4.0%	4.9%	-1.0%	-2.4%	17.0%	-1.0%	7.1%	-1.6%	-13.1%
A350 autofl	i	i	9.42e-08M*	i	i	i	i	i	i	i	i
GFP derepression	1.0%	0.0%	0.0%	-0.1%[9.22 µM]	0.0%	2.4%[9.22 µM]	6.1%	2.9%	-0.4%	-3.4%	0.0%
ALOX15 inhib	-2.0%	3.1%	3.2%	6.1%	-3.5%	2.8%	7.2%	1.8%	-8.5%	6.3%	1.1%
4-MU autofl	i	i	8.91e-08M*	i	i	i	i	i	i	i	i
DNA Pol III inh	-0.6%	2.0%	1.6%	-3.5%	-3.4%	2.4%	2.4%	2.6%	-8.0%	0.4%	-3.0%
BRCT PPI green	-1.0%	-0.2%	37.1%[activator]	0.2%	-1.8%	-2.1%	0.4%	-1.6%	-2.2%	-1.0%	-2.8%
HBB splice mod	x	-1.0%[1.84 µM]	-0.1%	2.3%	0.9%[57.5 µM]	1.9%	1.0%[1.84 µM]	0.1%	6.0%[1.84 µM]	0.3%[57.5 µM]	-2.9%
CRE-bla Fsk	3.6%	7.5%	-12.7%	0.2%	u	1.6%	2.51µM*	-0.2%	u	-3.9%	-5.3%

Assay outcomes deposited in PubChem BioAssay by National Center for Advancing Translational Sciences (NCATS).
